Screens as filed in PubChem BioAssay.
Dynein transport: inhibitors of GR-EGFP nuclear translocation, primary screen, dynein cargo transport inhibitor project, imaging, high-content, 3617.4 mouse cells; test concentration mostly 20 µM; stimulated with dexamethasone, 1 µM; hits give low values; z-score, hits read low; actives 0.47% (n = 220,000); AID 1381, 2008;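 active = plate z-score of nuclear minus cytoplasmic receptor signal below a set negative limit, without overly bright fluorescence or cell loss, cut at about -3.5 in these data, passing the limit was not always enough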;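 also: z-score of nuclear minus cytoplasmic ring GR-EGFP intensity difference per well; some compounds called inactive have numbers as strong as hits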
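Buffer or medium: tet-free, stripped-serum medium; Also added: dexamethasone, 1.0 µM final; Technique: high-content fluorescence imaging after fixation; Times: 48 h induction, 1 h compound, 30 min dex at 37 °C; Read-out: per-cell GR-EGFP intensity, nucleus versus surrounding cytoplasmic ring, well-averaged.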
Autophagy HCS: autophagy modulators in MEF cells, primary screen, imaging, high-content, MEF GFP-LC3 | actives 0.98% (n = 190,000) | MEF GFP-LC3 puncta imaging; test concentration mostly 10 µM | calls only at 10 µM (by protocol) | AID 463193, 2010;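 active = percentage of spot-positive cells more than 3 SD above its plate mean, without a fluorescence outlier flag or 80% toxicity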;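 also: spot-positive cell cutoff set from DMSO-treated cells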
PhoP inhibition: inhibitors of PhoP regulon expression, primary screen, Salmonella Typhimurium, GFP reporter (AID 1863); S. Typhimurium PhoP-regulated promoter GFP reporter, 4 h; higher % means a stronger effect; one-dose inhibition, % at 50 µM; IC50 in µM for titrated hits; actives 0.16% (n = 300,000);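 active = inhibition over 29.93%, a cutoff 3 SD above the screen mean, later confirmed by dose response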;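 also: 0% = low Mg2+ inducing control and 100% = high Mg2+ repressing control; strong numbers were not always called active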
Lipid droplet: inhibitors of hepatocyte lipid droplet formation, primary screen, imaging, high-throughput imaging, BODIPY stain; AML12 mouse hepatocytes, oleate lipid droplets; inhibition, % at 6.5 µM; actives 0.4% (n = 240,000); AID 1656, 2009;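 active = lipid droplet intensity inhibited by at least 50%, with more than 500 cells counted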
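Test system: AML12 mouse liver cells; schedule: overnight exposure; technique: high-content imaging of BODIPY-stained droplets and DAPI nuclei; read-out: % inhibition of corrected integrated BODIPY droplet signal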
b-catenin transl: modulators of beta-catenin nuclear translocation, primary screen, imaging, HeLa cells, immunofluorescence, high-content | nuclear translocation activity, % at 5 µM | actives 0.3% (n = 190,000) | AID 1665, 2009;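 active = nuclear translocation activity above 50% at 5 µM, with a well cell count of 50 or more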;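 also: per-cell ratio of nuclear to cytoplasmic median beta-catenin stain intensity; plate controls were DMSO negative control for no effect and GSK-3 inhibitor IX positive control for full effect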
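Test system: human HeLa cells, native beta-catenin. Compound dosing: 5 µM primary single dose, 0.1% DMSO, 0.02–20 µM confirmation series. Incubation: compound exposure 24 h at 37°C. Detection: beta-catenin immunostaining with DAPI counterstain, 20x imaging, 6 fields/well. Read-out basis: Nuclear/cytoplasmic beta-catenin signal ratio, % activation.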
MT stabilize HCS: microtubule stabilizers in HeLa cells, primary screen, imaging, high-content imaging. HeLa tubulin immunostaining HCS, 24 h; share of cells brighter than vehicle mean+2SD. % tubulin-high responders, % at 10 µM. actives 0.83% (n = 200,000);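 active = plate Z-score above 3 for both tubulin-high and condensed-nucleus cell shares, with cell loss under 80%, at 10 µM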;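 also: anti alpha tubulin signal scored within the nucleus-defined area of each cell; some results filed as inactive read as strong as hits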
CSM14.1 death rescue: rescue of cells from ER stress-induced death, primary screen, 384-well, CSM14.1, thapsigargin, ATP luminescence (AID 1222). CSM14.1 thapsigargin-induced death rescue, ATP luminescence; higher % means a stronger effect. cellular ATP content (survival), % at 20 µM, or EC50 in µM where a hit was titrated. 190,000 tested, under 10 active;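 active = EC50 below 50 µM in the dose-response confirmation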;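 also: death triggered by thapsigargin at about 15 µM added after 2 h compound pretreatment; cell ATP read after overnight thapsigargin exposure of roughly 18 to 22 hours; normalized against plate controls of thapsigargin alone and 5% DMSO vehicle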
T cell HTS: modulators of CD8 T cell-vesicle binding, primary screen, mouse 2C CD8+ T cells, flow cytometry; 2C CD8+ T cell-vesicle binding; hits give low values; calls only at 7 µM; actives 0.068% (n = 330,000);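 active = response, share of CD8 T cells binding vesicles, and their 90th percentile fluorescence all below set limits, cut at about 80% in these data, passing the limit was not always enough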
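Read-out – percent CD8+ FL2 mean versus row control · System – murine 2C transgenic CD8+ T lymphocytes · Times – 1.5 h cell–vesicle binding at 37 °C, then 20 min icy labelling · Control set – naked vesicles low, QL9 vesicles with vehicle high · Detection – cytometric PE anti-B7-1 and Alexa647 anti-CD8 signals after 1% paraformaldehyde fixation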
Ins promoter up: insulin promoter activators in MIN6 cells, imaging, high-content screening, mouse beta cells | MIN6 insulin promoter-GFP reporter; hits give high values | z-score at 5 µM | actives 0.3% (n = 190,000);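 active = z-score above 3 at 5 µM with at least 500 cells counted in the well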
Dynein transport cytoplasmic EGFP: recorded beside Dynein transport, whose call it bears; z-score; measured here: cytoplasmic GR-EGFP intensity; hits give high values
Dynein transport nuclear GR-EGFP: also measured in Dynein transport; calls as there; z-score; measured here: nuclear GR-EGFP intensity;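 lower value marks the stronger effect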
Dynein transport cell count: second read-out of Dynein transport, no call of its own (marks repeat the call); z-score; measured here: cell count per field
Ins promoter up cell count: recorded beside Ins promoter up, whose call it bears; cell count; measured here: cytotoxicity, nuclei count;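 total cells summed across four imaged fields per well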
Lipid droplet cells 6.5 µM: second read-out of Lipid droplet, no call of its own (marks repeat the call); cell count; measured here: cell count, cytotoxicity flag;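 cells counted across two imaged fields per well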
b-catenin transl cell count 5 µM: further read-out of b-catenin transl, marked with its call; cell count; measured here: cell count, cytotoxicity flag
T cell HTS vesicle-bound %: also measured in T cell HTS; calls as there; double positive events, %; measured here: CD8+ vesicle-bound cell fraction;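 binding gate set so that unloaded-vesicle control wells show 10% double positive cells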
MT stabilize HCS Hoechst-high %: second read-out of MT stabilize HCS, no call of its own (marks repeat the call); % Hoechst-high responders; measured here: nuclear condensation Hoechst responders;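 share of cells brighter than vehicle mean plus two SD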
MT stabilize HCS cytotoxicity %: also measured in MT stabilize HCS; calls as there; toxicity, %; measured here: cytotoxicity by cell density;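 0% = mean cell density of plate MIN control wells and 100% = no cells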
Autophagy HCS cell loss 18 h: recorded beside Autophagy HCS, whose call it bears; toxicity, %; measured here: cell loss, nuclei count;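 cell loss after 18 h compound exposure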
* hit, by the source's call; i = inactive; . = not tested or not shown.

compound	Dynein transport	Dynein transport cytoplasmic EGFP	Dynein transport nuclear GR-EGFP	Dynein transport cell count	Autophagy HCS	Autophagy HCS cell loss 18 h	PhoP inhibition	Lipid droplet	Lipid droplet cells 6.5 µM	b-catenin transl	b-catenin transl cell count 5 µM	MT stabilize HCS	MT stabilize HCS Hoechst-high %	MT stabilize HCS cytotoxicity %	CSM14.1 death rescue	T cell HTS	T cell HTS vesicle-bound %	Ins promoter up	Ins promoter up cell count
Cc1c(C)n(CC(O)CNc2ccccc2)c2ccccc12 (stereo unspecified)	-0.253	-0.00041	-0.183	-0.956	i	-10.6	7.4%	-1.0	566	1.1	1518	1.6	1.8	7.9	-2.5%	i	33.0	.	.
CC12CCC(C(=O)Nc3ccccc3Cl)([C@H](Br)C1=O)C2(C)C (stereo partly specified)	-1	-0.0481	-0.157	-0.257	.	.	-6.2%	10.3	719	-1.3	1348	.	.	.	.	i	41.6	0.15	1226
CSc1nc2c(c(=O)n1-c1ccc(C)cc1)SCC2	1.57	-0.129	1.1	-0.362	i	16.9	-8.1%	2.1	780	.	.	4.1	2.2	2.6	-3.2%	i	9.0	1.26	1270
O=C1CC(/C=C/c2ccc(Cl)cc2)=Nc2ccccc2N1	-2.09	-0.0776	-0.928	0.713	i	1.8	-0.4%	3.7	682	3.1	1051	26.9	5.6	48.8	-0.4%	i	19.8	-1.21	1081
O=C(NC12CC3CC(CC(C3)C1)C2)N1CCN(S(=O)(=O)c2ccc(Cl)cc2)CC1	0.687	-0.231	0.378	-0.0921	i	2.2	1.3%	5.6	849	-4.5	1210	3.8	2.2	6.6	3.8%	i	22.0	-0.69	1272
O=C(COC(=O)c1cccs1)c1ccccc1	-0.572	-0.179	-0.4	1.32	i	-8.3	-11.1%	.	.	-0.6	1137	2.4	1.6	9.2	-2.4%	i	46.9	0.94	1201
O=C(CN1C(=O)c2ccccc2C1=O)OC(C(=O)c1ccc(Cl)cc1)c1ccccc1 (stereo unspecified)	-0.236	-0.154	-0.107	0.355	i	-4.4	-0.9%	.	.	-1.0	1352	0.8	0.7	4.2	8.5%	i	56.3	-0.17	1659
OCCNC(=S)NCCc1ccccc1	-0.448	-0.243	-0.0695	0.395	i	3.1	9.7%	19.9	663	-1.5	988	3.1	1.7	5.7	-4.0%	i	26.1	0.62	1381
COc1ccc(OC)c(CCNC(=O)c2ccc(CS(=O)(=O)c3ccc(Br)cc3)o2)c1	0.157	-0.318	0.199	0.0401	i	10.4	-1.6%	-1.9	734	0.1	1158	4.2	2.5	2.4	-4.7%	i	22.8	-0.23	1168
COc1cccc(NC(=S)N2CCC(N(C)CC3CCCO3)CC2)c1 (stereo unspecified)	0.245	-0.257	0.194	0.197	i	11.4	-13.7%	-6.2	550	0.8	1061	4.1	1.8	6.0	-1.0%	i	39.2	0.57	1543
Cc1ccc(C(=O)N2CCCC(C(=O)c3ccc(Oc4ccccc4)cc3)C2)cn1 (stereo unspecified)	-0.805	-0.268	-0.565	0.834	i	17.3	9.6%	-5.8	682	4.7	959	2.5	1.5	9.0	6.3%	i	31.3	-0.2	1391
O=C(CN1CCOc2ccccc21)NCc1ccco1	0.244	0.341	0.398	-0.294	i	0.2	10.3%	.	.	-1.1	1164	5.7	2.0	4.1	-0.2%	i	53.6	1.51	881
COc1ccc(C2=CC(c3ccco3)n3ncnc3N2)cc1 (stereo unspecified)	0.364	-0.337	0.468	0.337	i	16.5	-8.9%	15.2	714	-0.6	1118	4.6	2.9	9.9	0.1%	.	.	2.51	1136
Cc1nc2ccccc2c2c1C(=O)N(CCC1=CCCCC1)C2=O	0.925	-0.261	0.95	-0.585	i	-7.3	-5.1%	0.8	703	-2.3	1162	2.3	2.8	7.2	2.1%	.	.	-0.49	1217
O=C(CSc1nnc(SCc2ccccc2)s1)NNC(=S)Nc1ccccc1	-0.302	-0.0969	-0.33	-0.118	i	3.4	0.2%	4.7	594	1.3	965	3.1	3.5	2.5	-2.7%	i	35.8	0.51	1399
O=S(=O)(Nc1cc(S(=O)(=O)N2CCOCC2)ccc1N1CCOCC1)c1ccc2c(c1)OCCO2	1.29	-0.0931	0.221	-0.692	i	1.3	2.0%	2.2	703	-0.6	943	2.5	1.3	2.1	-0.5%	i	41.2	.	.
C/C(=N\Nc1ccc(Cl)c(C(=O)O)c1)c1ccccn1	-0.186	-0.263	-0.131	-0.463	.	.	-11.4%	-1.6	765	0.2	1398	.	.	.	.	i	23.1	-0.44	1122
Cc1cc(=O)cc(C)n1-c1ccc2c(c1)nc(C)n2-c1ccccc1	.	.	.	.	.	.	.	.	.	-6.0	1033	.	.	.	10.5%	i	23.6	-0.13	1267
CC(=O)Nc1ccc(S(=O)(=O)NCC(=O)OCC(=O)c2cc(C)n(-c3ccc4c(c3)OCO4)c2C)cc1	-0.637	-0.0845	-0.331	0.53	i	2.0	-4.5%	3.9	642	.	.	5.6	3.3	3.5	0.0%	i	44.4	-0.89	1227
CCCC(C)NC(=O)c1ccc(-c2ccccc2)cc1 (stereo unspecified)	-0.458	-0.295	-0.0409	0.332	i	-25.4	-8.3%	13.3	686	0.7	1112	1.3	1.8	1.0	-0.7%	i	58.0	1.89	1259
CCOC(=O)C1=C(C)NC2=C(C(=O)c3ccccc32)C1c1cccnc1 (stereo unspecified)	0.172	-0.254	0.215	0.321	i	17.8	17.8%	18.4	814	-2.8	1166	3.1	3.0	2.2	-2.1%	i	48.6	-1.51	1274
Cc1cc(C)cc(N(C(=O)CNS(=O)(=O)c2ccccc2)C(C(=O)NCc2ccccc2)c2ccc(C)o2)c1 (stereo unspecified)	-0.824	-0.252	-0.63	-0.196	i	-0.7	8.4%	-21.9	705	-0.9	928	3.4	1.7	3.0	-2.1%	i	24.9	.	.
C/C(=N\NC(=S)Nc1cccc(C)c1)c1ccccc1	-0.113	-0.214	0.452	0.0641	i	1.0	1.4%	.	.	-0.6	1370	2.2	0.9	9.4	1.0%	i	62.8	0.36	1536
CCn1c(=O)cc(SCC(=O)Nc2cccc(SC)c2)c2ccccc21	0.315	0.0303	0.03	-0.39	i	-0.6	1.1%	4.9	760	.	.	0.0	2.6	15.7	0.0%	i	40.0	1.73	665
COc1cc2[nH]c(=O)n(CCC(=O)NCCCN3CCN(c4ccccc4F)CC3)c(=O)c2cc1OC	-1.35	-0.25	-1.07	1.14	i	3.7	2.5%	-15.8	714	-0.7	1049	3.1	2.7	12.4	1.0%	i	15.2	.	.
Cc1cc(N2CCN(C(=O)c3ccco3)CC2)n2ncnc2n1	-0.765	-0.25	-0.473	1.53	i	-3.5	2.3%	20.9	676	-1.7	1103	2.1	1.6	2.3	-0.9%	i	18.5	-0.02	1153
O=C(Cc1ccc(-c2ccccc2)cc1)N1CCOCC1	0.0397	-0.281	0.332	0.755	i	2.4	2.8%	-0.4	764	1.8	1149	2.3	1.1	3.0	-4.9%	i	9.6	-0.48	1291
CC1=CC(C)(C)NC(=S)N1c1ccccc1C	2.97	-0.108	1.37	-0.918	i	6.0	-2.3%	-8.9	746	-0.8	1065	5.3	2.0	9.9	-1.1%	i	31.9	.	.
O=C(O)C1CCCCN1S(=O)(=O)c1ccc(Cl)s1 (stereo unspecified)	0.139	-0.238	0.079	0.29	i	0.5	5.5%	.	.	.	.	3.0	4.3	3.7	0.8%	i	41.1	1.68	823
COc1ccc(C(=O)Nc2c(C(C)(C)C)nn(C)c2C(C)(C)C)cc1	0.494	-0.251	-0.00781	0.00332	.	.	3.4%	4.8	720	0.4	1083	.	.	.	.	i	24.7	-0.33	1349
O=C(NNS(=O)(=O)c1ccccc1)C1CCN(S(=O)(=O)c2ccccc2)CC1	1.23	-0.208	1.4	-0.636	i	14.6	-10.2%	.	.	0.2	1400	3.3	1.9	4.5	-0.6%	i	14.0	-0.81	1374
